# Mtb UGM inh: inhibitors of M. tuberculosis UDP-galactopyranose mutase. P9WIQ1. purified UGM, fluorescence polarization probe displacement. inhibition, % at 10 µM. hit rate 0.06% among 320,000; in the data active = inhibition above about 10%, passing the limit was not always enough; inconclusive = no clear call, values can overlap the other calls
# Target sequence (P9WIQ1 whole entry, looked up): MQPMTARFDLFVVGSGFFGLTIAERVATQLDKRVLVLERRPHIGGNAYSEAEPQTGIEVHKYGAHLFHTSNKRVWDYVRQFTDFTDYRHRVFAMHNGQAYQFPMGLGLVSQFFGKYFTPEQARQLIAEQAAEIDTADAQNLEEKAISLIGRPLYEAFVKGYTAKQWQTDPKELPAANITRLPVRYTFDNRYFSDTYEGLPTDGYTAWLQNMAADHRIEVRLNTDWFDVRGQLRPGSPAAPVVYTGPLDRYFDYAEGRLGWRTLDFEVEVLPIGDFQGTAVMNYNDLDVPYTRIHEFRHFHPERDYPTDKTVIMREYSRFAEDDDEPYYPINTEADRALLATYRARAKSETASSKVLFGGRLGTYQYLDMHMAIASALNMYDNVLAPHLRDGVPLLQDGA
# Mtb FBA inh: inhibitors of M. tuberculosis fructose-bisphosphate aldolase. P9WQA3. purified M. tuberculosis FBA, fluorescence read-out. inhibition, % at 1 µM. hit rate 2.3% among 360,000. AID 588726; in the data active = inhibition above about 27%;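 also: 0% = vehicle and 100% = reference inhibitor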
# GDH-TPI inh: GDH-TPI coupled enzyme inhibition counter-screen. GDH-TPI coupled enzyme counterscreen, NADH absorbance. inhibition, % at 4.8 µM. hit rate 1.2% among 360,000. AID 588335; in the data active = inhibition above about 30%;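 also: 0% = DMSO wells and 100% = wells lacking the enzyme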
# FadD28 binding: blocks FadD28 binding to the bisubstrate probe. fluorescence polarization. inhibition, % at 12.5 µM. hit rate 0.22% among 360,000; in the data active = inhibition above about 8.5%, passing the limit was not always enough; inconclusive = no clear call, values can overlap the other calls
# Rv3671c protease: inhibits the M. tuberculosis serine protease Rv3671c | hit rate 0.048% among 320,000 | P9WHR9 | inhibition, % at 5.96 µM; in the data active = inhibition above about 38%;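 also: extracellular domain of Rv3671c used as enzyme; 0% = enzyme with DMSO and 100% = no enzyme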
# Target sequence (P9WHR9 whole entry, looked up, the tested form may be a part): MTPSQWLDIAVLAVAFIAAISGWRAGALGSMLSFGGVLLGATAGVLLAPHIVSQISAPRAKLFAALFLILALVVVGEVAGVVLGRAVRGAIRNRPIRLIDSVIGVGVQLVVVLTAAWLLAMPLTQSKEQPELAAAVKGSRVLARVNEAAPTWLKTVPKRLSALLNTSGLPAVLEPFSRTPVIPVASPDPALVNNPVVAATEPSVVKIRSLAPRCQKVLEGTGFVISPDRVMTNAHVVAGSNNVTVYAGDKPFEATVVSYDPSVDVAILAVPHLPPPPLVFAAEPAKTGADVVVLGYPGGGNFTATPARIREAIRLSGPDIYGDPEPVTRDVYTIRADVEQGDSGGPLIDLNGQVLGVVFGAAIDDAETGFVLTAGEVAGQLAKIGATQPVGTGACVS
# BoNT F protease: BoNT F light chain protease inhibition; Multiplex microsphere protease cleavage assay, flow cytometry; inhibition, % at 10 µM; hit rate 0.22% among 360,000; in the data active = inhibition above about 35%, passing the limit was not always enough; inconclusive = no clear call, values can overlap the other calls; also: plate controls were buffer without enzyme for full effect and enzyme alone for no effect
# MazF activator: activators of E. coli MazEF toxin-antitoxin RNase; FAM/BHQ RNA-DNA oligo cleavage fluorescence, 5 h; P0AE70; AID 504720; hit rate 0.32% among 350,000; activation, % at 20 µM; in the data active = activation above about 50%
# Target sequence (P0AE70 whole entry, looked up): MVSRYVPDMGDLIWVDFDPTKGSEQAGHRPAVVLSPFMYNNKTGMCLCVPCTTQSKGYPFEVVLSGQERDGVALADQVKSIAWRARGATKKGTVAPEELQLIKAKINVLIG
# BioA inh: inhibitors of Mycobacterium tuberculosis BioA enzyme; purified M. tuberculosis BioA enzyme, plate reader; inhibition, % at 9.99 µM; hit rate 0.096% among 360,000; AID 602481; in the data active = inhibition above about 40%; inconclusive = no clear call, values can overlap the other calls
# PrPC surface inh: reduces human prion protein on the cell surface; P04156; cell surface PrPC, TR-FRET read-out; inhibition, % at 13.8 µM; hit rate 0.43% among 370,000; in the data active = inhibition above about 24%; also: 0% = median of the test wells and 100% = reference compound wells
# The depositor's hits bear a star; ? = inconclusive; nt = no result given. Random draw from the library. Share with any hit: about 4.8%.
1. CC1(C)CC(NC(=S)NC2CC2)CC(C)(C)N1
2. COc1ccc(CN(C)C(=S)Nc2ccc(Cl)cc2)cc1
3. Cc1[nH]nc2c1C(c1ccccc1)C1=C(CC(C)(C)CC1=O)N2 (stereo not given)
4. COc1cc(COCC(O)CN2CCN(CCN3C(=O)c4cccc5cccc(c45)C3=O)CC2)cc(OC)c1OC (stereo not given)
5. O=C(NNC(=O)c1cc(-c2ccco2)nc2ccccc12)c1ccccc1
6. CC1=C(C)CC(C(=O)NNC(=O)c2csc(C)c2C)C(C(=O)O)C1 (stereo not given)
7. Cc1nn(C)cc1/C=C1\SC(=S)NC1=O
8. O=C(NCc1cccc(Cl)c1)C1CCN(S(=O)(=O)c2ccc(F)cc2)CC1

assay / entry	1	2	3	4	5	6	7	8
Mtb UGM inh	0.3	4.1	-2.1	-1.0	1.3	-0.4	0.4	0.6
Mtb FBA inh	4	7	24	1	50*	-1	0	-2
GDH-TPI inh	-1	4	19	20	3	3	12	-2
FadD28 binding	1.5	4.5	-1.7	-1.5	-3.0	-0.3	0.3	-4.5
Rv3671c protease	4	-5	13	-3	-2	-6	-6	-1
BoNT F protease	-4	-4	0	-2	-4	-1	-2	6
MazF activator	-4	-24	nt	-9	6	3	-5	4
BioA inh	nt	nt	-1.1	nt	0.5	nt	-1.6	7.0
PrPC surface inh	1	-4	-2	-40	-13	6	-8	-3

9. COc1ccc(OCCC(=O)OCC(=O)NCCc2ccccc2)cc1
10. Cc1cccc(CCNCc2cc3cccc(C)c3[nH]c2=O)c1
11. CCn1nc(C)c(CNC(=O)CC2C(=O)NCCN2Cc2ccc(C)o2)c1C (stereo not given)
12. CC(=O)Nc1cc(-c2ccc(C(=O)N3CCOCC3)cc2)cn2c(-c3ccc(F)cc3)cnc12
13. N#C/C(=C/c1ccc(N2CCOCC2)o1)C(=O)NC1CCCCC1
14. O=C(O)CCCn1c(O)c(C=C2N=c3ccccc3=N2)sc1=S
15. S=C(NCCN1CCOCC1)NC1CCCCC1
16. Cc1ccc(NC(=O)Cc2ccc(Cl)c(Cl)c2)cc1S(=O)(=O)N(C)C

assay / entry	9	10	11	12	13	14	15	16
Mtb UGM inh	-1.4	0.6	-1.2	nt	-3.3	-1.3	-1.9	-3.4
Mtb FBA inh	4	2	-1	-3	-40	-12	0	0
GDH-TPI inh	-1	26	-4	1	10	21	2	-4
FadD28 binding	-0.9	0.7	0.0	-3.8	-1.3	1.9	-3.4	-7.0
Rv3671c protease	-2	nt	-6	nt	1	12	0	-17
BoNT F protease	1	-12	-5	-8	-5	6	0	-4
MazF activator	-1	10	-15	nt	-18	0	7	8
BioA inh	nt	-3.6	nt	-1.9	nt	-1.2	nt	-1.1
PrPC surface inh	7	3	-6	-21	-18	-24	5	16

# Excerpt, nos. 14–16
14. O=C(O)CCCn1c(O)c(C=C2N=c3ccccc3=N2)sc1=S
15. S=C(NCCN1CCOCC1)NC1CCCCC1
16. Cc1ccc(NC(=O)Cc2ccc(Cl)c(Cl)c2)cc1S(=O)(=O)N(C)C

assay / entry	14	15	16
Mtb UGM inh	-1.3	-1.9	-3.4
Mtb FBA inh	-12	0	0
GDH-TPI inh	21	2	-4
FadD28 binding	1.9	-3.4	-7.0
Rv3671c protease	12	0	-17
BoNT F protease	6	0	-4
MazF activator	0	7	8
BioA inh	-1.2	nt	-1.1
PrPC surface inh	-24	5	16

# Further compounds.
17. CCN(c1ccccc1)S(=O)(=O)c1cc2c3c(c1)C(C)C(=O)N3CCC2 (stereo not given)
18. Cc1ccsc1/C=N/NC(=O)Cc1cccn1C
19. COc1ccc(C(=O)Cn2nnc(-c3ccccc3NC(=O)c3ccco3)n2)cc1
20. Cc1ccc(CN2CCN(C(=O)/C=C/[C@H]3O[C@@H](n4cc(C)c(=O)[nH]c4=O)C[C@@H]3O)CC2)cc1
21. COC(=O)c1cc(S(=O)(=O)N2CCN(c3ccc(C(C)=O)cc3)CC2)cn1C
22. O=C(NCC1CCCO1)c1onc(CSc2ccc(F)c(F)c2)c1C(=O)O (stereo not given)
23. Cc1c(CN2CCCCC2C)c(=O)n(-c2ccccc2)n1C (stereo not given)
24. N/C(Cc1nc2ccccc2s1)=N\O

assay / entry	17	18	19	20	21	22	23	24
Mtb UGM inh	0.1	-2.9	1.5	nt	1.2	2.9	2.8	3.1
Mtb FBA inh	2	2	4	2	3	45*	2	-1
GDH-TPI inh	3	14	-4	nt	26	-6	1	-1
FadD28 binding	-2.1	0.1	-2.6	-0.6	-2.2	-2.7	-0.6	-0.7
Rv3671c protease	-4	-8	-5	nt	-3	-1	6	-6
BoNT F protease	1	-11	0	-1	-2	1	1	-5
MazF activator	-4	6	-19	nt	8	9	4	-4
BioA inh	0.2	nt	-1.6	-0.1	32	-0.8	-0.1	nt
PrPC surface inh	-6	-11	1	5	4	0	-2	6

25. COc1ccc(NC(=O)CCS(=O)(=O)c2ccc3c(c2)CCCN3C(C)=O)cc1
26. Cc1ccc(OCCCCn2ccnc2)c([N+](=O)[O-])c1
27. O=C1CC(N2CCOCC2)C(=O)N1CCN1C(=O)CC(N2CCOCC2)C1=O (stereo not given)
28. CN(C)S(=O)(=O)c1cccc(NC(=O)COC(=O)C2(c3ccccc3F)CCCC2)c1
29. CCCOc1ccc(C(=O)C(CCC(CNCC)C(=O)c2ccc(OCCC)cc2)CNCC)cc1 (stereo not given)
30. CCCCN(CC)CCCNC(=O)c1cn(CC)c2ccc(S(=O)(=O)N3CCc4ccccc4C3)cc2c1=O
31. CC(C)(C)c1ccc(C(=O)C2CCCN(C(=O)c3ccccn3)C2)cc1 (stereo not given)
32. Cn1cnnc1Sc1ccc(/C=C(\CC(=O)O)c2nc3ccccc3s2)cc1[N+](=O)[O-]

assay / entry	25	26	27	28	29	30	31	32
Mtb UGM inh	4.3	1.5	4.3	4.0	nt	0.5	nt	-2.5
Mtb FBA inh	0	-1	-1	-2	3	4	0	-2
GDH-TPI inh	-5	1	-2	-3	9	9	3	23
FadD28 binding	-3.8	-0.6	-0.7	-10	-3.1	1.0	-0.6	-0.7
Rv3671c protease	-6	10	-9	-27	nt	-5	nt	6
BoNT F protease	-10	-6	2	-9	-26	2	0	-2
MazF activator	-5	-2	-7	-6	18	24	-5	12
BioA inh	0.7	nt	-1.8	-0.7	1.1	nt	0.0	14
PrPC surface inh	-2	-2	8	13	-13	-12	16	2

33. COc1ccc(C2(CNC(=O)CCC(=O)O)CCCC2)cc1
34. CCOP1(=O)OCC2OC(n3cnc4c(N)ncnc43)C(O)C2O1 (stereo not given)
35. CCCCSCCCNC(=O)CS(=O)Cc1nc(-c2cccc(C)c2)oc1C (stereo not given)
36. Cc1ccc(S(=O)(=O)N2CCN(C(=O)CCC(=O)NCCc3ccc(F)cc3)CC2)cc1
37. COc1ccc(NS(=O)(=O)c2ccc3nc(COc4ccc5ccccc5c4)[nH]c3c2)cc1
38. Cc1cc(C)cc(NC(=S)N2CCN(c3ccccn3)CC2)c1
39. CC(=O)Nc1ccc(NC(=O)CNC(=O)c2cccc(C)c2)cc1
40. COc1ccc(-n2ncc3c2CC(C)(C)CC3NC(=O)c2cn[nH]c2)cc1 (stereo not given)

assay / entry	33	34	35	36	37	38	39	40
Mtb UGM inh	0.9	1.0	0.5	-2.0	0.2	0.7	-2.5	-0.4
Mtb FBA inh	-2	-1	2	-2	3	0	-4	3
GDH-TPI inh	-13	14	-1	2	2	25	1	4
FadD28 binding	-3.3	-0.9	-2.6	-3.9	-7.1	-1.2	-3.0	0.3
Rv3671c protease	5	-2	0	5	-281	0	2	nt
BoNT F protease	?	?	-4	-4	-3	?	-1	-5
MazF activator	2	7	-2	4	21	-2	5	10
BioA inh	-0.8	-1.5	1.1	nt	-0.1	0.7	1.2	3.5
PrPC surface inh	1	9	4	2	-2	6	5	5

# Entries shown so far that have a nitro group on carbon, in the order listed:
26. Cc1ccc(OCCCCn2ccnc2)c([N+](=O)[O-])c1
32. Cn1cnnc1Sc1ccc(/C=C(\CC(=O)O)c2nc3ccccc3s2)cc1[N+](=O)[O-]

assay / entry	26	32
Mtb UGM inh	1.5	-2.5
Mtb FBA inh	-1	-2
GDH-TPI inh	1	23
FadD28 binding	-0.6	-0.7
Rv3671c protease	10	6
BoNT F protease	-6	-2
MazF activator	-2	12
BioA inh	nt	14
PrPC surface inh	-2	2

# Profiles, looked up by structure:
# CCOP1(=O)OCC2OC(n3cnc4c(N)ncnc43)C(O)C2O1 (stereo not given) is listed with Mtb UGM inh = 1.0; Mtb FBA inh = -1; GDH-TPI inh = 14; FadD28 binding = -0.9; Rv3671c protease = -2; BoNT F protease = ?; MazF activator = 7; BioA inh = -1.5; PrPC surface inh = 9
# Cc1cccc(CCNCc2cc3cccc(C)c3[nH]c2=O)c1 is listed with Mtb UGM inh = 0.6; Mtb FBA inh = 2; GDH-TPI inh = 26; FadD28 binding = 0.7; Rv3671c protease = nt; BoNT F protease = -12; MazF activator = 10; BioA inh = -3.6; PrPC surface inh = 3
# COc1ccc(-n2ncc3c2CC(C)(C)CC3NC(=O)c2cn[nH]c2)cc1 (stereo not given) is listed with Mtb UGM inh = -0.4; Mtb FBA inh = 3; GDH-TPI inh = 4; FadD28 binding = 0.3; Rv3671c protease = nt; BoNT F protease = -5; MazF activator = 10; BioA inh = 3.5; PrPC surface inh = 5

# Following part:
41. Cc1cccc(NC(=O)CCN2C(=O)c3ccccc3C2=O)n1
42. COc1ccc(N2C[C@H](CSC)[C@@H](CC(=O)Nc3ccc(Br)cc3)C2=O)cc1
43. O=C(c1ccc(NC(=S)NCc2ccc(Cl)cc2)cc1)N1CCCCC1
44. O=C(COC(=O)C1CCN(c2ccc(C(F)(F)F)cn2)CC1)c1ccccc1Cl
45. CC(O)Cc1cn(CC(=O)N2CCNCC2)nn1 (stereo not given)
46. C=C(CO)CC1CC(O)[C@]2(C)OC3CC4OC5C[C@]6(C)O[C@]7(C)CCC8OC9C[C@]%10(C)OC%11C(C)=CC(=O)OC%11CC%10OC9C[C@@H](C)C8OC7CC6O[C@]5(C)C/C=C\C4OC3CC2O1 (stereo not given in full)
47. CCc1ccccc1Oc1coc2cc(O)ccc2c1=O
48. COCc1ccc(C(=O)NC2CCSc3ccccc32)cc1 (stereo not given)

assay / entry	41	42	43	44	45	46	47	48
Mtb UGM inh	0.2	nt	1.8	-1.4	2.6	-0.9	4.6	0.4
Mtb FBA inh	1	-1	-6	4	0	0	31*	-4
GDH-TPI inh	2	0	-1	6	9	8	15	-5
FadD28 binding	-3.1	-4.7	-6.7	0.9	-4.3	-0.7	-1.7	-2.3
Rv3671c protease	-3	nt	0	-8	-12	-9	1	-4
BoNT F protease	6	-1	-9	-21	7	-4	-4	6
MazF activator	7	1	-1	-3	-1	5	-4	0
BioA inh	-1.3	-0.5	-0.4	-0.2	0.8	0.7	-1.0	-0.1
PrPC surface inh	-5	4	3	9	-2	7	4	-3

49. COc1ccc(C)cc1S(=O)(=O)N1CCCCCC1
50. COc1ccc(-c2nn(-c3ccccc3)cc2C(=O)N2CCOCC2)cc1
51. Cc1ccc(CNS(=O)(=O)c2ccc3c(c2)n(C)c(=O)c(=O)n3C)cc1
52. O=C(C1CCN(S(=O)(=O)c2c(Cl)cccc2Cl)CC1)N1CCCCCCC1
53. COc1cc(C(=O)Nc2ccc(-c3nc4cc(C)ccc4o3)c(O)c2)cc(OC)c1OC
54. C=CCn1c(SCC(=O)c2cccs2)nc2sc(C)c(C)c2c1=O
55. CCC1Oc2ccccc2N(CC(=O)NCCN2C(C)CCCC2C)C1=O (stereo not given)
56. C/C(=N\NC(=O)c1ccc(Cn2cc(Br)cn2)o1)c1cccc(NC(=O)C(C)(C)C)c1
57. CC(C)CN(C(=O)COC(=O)CCCc1c[nH]c2ccccc12)c1c(N)n(Cc2ccccc2)c(=O)[nH]c1=O

assay / entry	49	50	51	52	53	54	55	56	57
Mtb UGM inh	0.3	1.6	-1.8	1.3	0.5	1.2	1.2	0.5	-0.1
Mtb FBA inh	-3	0	0	5	11	2	3	0	-1
GDH-TPI inh	-2	-3	3	5	34*	-9	7	15	0
FadD28 binding	-5.2	-0.3	-3.4	-2.6	-1.1	-4.3	0.2	-3.6	-0.8
Rv3671c protease	0	-10	-1	-8	7	-13	-6	-3	2
BoNT F protease	-2	-13	3	?	-6	-27	-15	-12	-5
MazF activator	-9	1	6	3	-5	-3	-10	4	0
BioA inh	nt	-2.2	0.5	nt	-1.8	-1.8	-1.7	-0.1	-0.4
PrPC surface inh	-7	-7	16	8	1	-6	1	9	4

# Screens from PubChem BioAssay.
